High-throughput results (PubChem)
AmpC no deterg: inhibitors of E. coli AmpC beta-lactamase without detergent; P00811; AmpC nitrocefin hydrolysis, absorbance 480 nm, 0.0001% Triton; Potency, µM (series often up to 57.1 µM), for the others: top-dose activity change, negative = inhibition, hits mostly inhibitors; hit rate 0.52% among 330,000; AID 485341;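 also: potency is read from the fitted curve at half-maximal effect; plate controls were no compound for no effect and no enzyme for full effect; nearly all actives have a fitted effect of over 20% in size; some results filed as inactive show a strong effect at the top dose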
Target sequence (P00811 whole entry, looked up): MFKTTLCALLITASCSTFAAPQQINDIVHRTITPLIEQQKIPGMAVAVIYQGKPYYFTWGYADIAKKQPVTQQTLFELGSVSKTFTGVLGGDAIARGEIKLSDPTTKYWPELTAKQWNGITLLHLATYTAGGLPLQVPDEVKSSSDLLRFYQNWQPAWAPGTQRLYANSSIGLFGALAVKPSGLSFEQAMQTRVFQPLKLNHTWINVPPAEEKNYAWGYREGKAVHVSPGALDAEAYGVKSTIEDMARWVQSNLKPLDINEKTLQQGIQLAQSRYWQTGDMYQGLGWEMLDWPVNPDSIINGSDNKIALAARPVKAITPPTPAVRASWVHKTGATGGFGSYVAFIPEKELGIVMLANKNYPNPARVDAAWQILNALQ
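AmpC (5.3 nM in the dispensed reagent) in 20 mM phosphate pH 7.0 with 0.01% (detergent screen) or 0.0001% Triton X-100 was preincubated with compounds for 15 min at room temperature. Nitrocefin was then added from an 800 uM solution, and hydrolysis was followed at 480 nm.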
Sm TGR block: blocks Schistosoma mansoni thioredoxin glutathione reductase; Q962Y6; purified TGR, DTNB reduction, TNB absorbance 405 nm; Potency, µM (highest dose often 114 µM), inactives show at the top dose activity change, negative = inhibition, usual class: inhibitors; hit rate 3% among 360,000; also: potency is read from the fitted curve at half-maximal effect; nearly all actives have a fitted effect of over 60% in size
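TGR 20 nM + NADPH 100 uM (dispensed conc.), cpd preinc 15 min RT; start with NADPH (500 uM addition) then DTNB (15 mM addition). Kinetic TNB absorbance, 405 nm filter. Four-parameter Hill fit across titration.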
AmpC inh detg: blocks E. coli AmpC beta-lactamase in detergent assay. P00811. AmpC hydrolysis of nitrocefin, absorbance 480 nm, 0.01% Triton. Potency, µM (highest dose often 114 µM), for inactives: at the top dose activity change, negative = inhibition, usual class: inhibitors. hit rate 0.041% among 370,000. AID 485294;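 also: potency is read from the fitted curve at half-maximal effect; 0% = no-compound wells and -100% = no-enzyme wells; nearly all actives have a fitted effect of over 25% in size; some results filed as inactive show a strong effect at the top dose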
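20 mM phosphate pH 7.0 + 0.01% (detergent screen) or 0.0001% Triton X-100; 5.3 nM AmpC reagent; cpd preinc 15 min RT; nitrocefin (800 uM stock) to start; A480 q20 s × 4 min; Activity was normalised to no-enzyme and no-compound control wells.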
Giardia FBPA inh: Giardia lamblia aldolase inhibition | A8B2U2 | purified Giardia FBPA | Potency, µM (highest dose often 59.6 µM), for the others: at the highest dose activity, negative = inhibition, hits mostly inhibitors | hit rate 0.71% among 290,000 | AID 2451; also: potency is read from the fitted curve at half-maximal effect; nearly all actives have a fitted effect of over 55% in size
Target sequence (A8B2U2 whole entry, looked up): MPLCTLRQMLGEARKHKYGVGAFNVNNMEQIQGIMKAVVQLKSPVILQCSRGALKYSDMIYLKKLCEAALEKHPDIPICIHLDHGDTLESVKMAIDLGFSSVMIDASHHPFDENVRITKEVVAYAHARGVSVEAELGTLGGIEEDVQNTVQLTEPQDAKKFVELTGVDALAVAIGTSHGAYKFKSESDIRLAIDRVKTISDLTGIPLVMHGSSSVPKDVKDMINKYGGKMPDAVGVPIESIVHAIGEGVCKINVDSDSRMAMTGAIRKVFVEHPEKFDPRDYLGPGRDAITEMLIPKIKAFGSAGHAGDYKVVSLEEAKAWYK
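Giardia FBPA (40 nM reagent) was preincubated 10 min at RT with compound (up to 57.5 uM final), then substrate plus GAPDH/TPI/NAD/arsenate coupling system with diaphorase/resazurin was added; resorufin fluorescence (525/598 nm) was read after 20 min.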
HCMV antiviral: inhibitors of human cytomegalovirus; activity change, negative = inhibition, % at 57.5 µM; hit rate 4.5% among 410,000; HFF cells, HCMV-luciferase reporter, 72 h; hits give low values; in the data active = activity change below about -60%; inconclusive = no clear call, values can overlap the other calls; inactive = above about -39%
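Two-dose cell screen: HFF monolayers treated with compounds and infected with luciferase-expressing HCMV at 1 PFU/cell, 72 h at 37C, then lysed for luciferase measurement.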
AMA1 RON2 block: inhibitors of Plasmodium falciparum AMA1-RON2 interaction; AlphaScreen AMA1-biotinylated RON2 peptide binding; Potency, µM (series often up to 58.2 µM), for inactives: at the highest dose activity change, negative = inhibition, most hits filed as inhibitors; hit rate 0.2% among 360,000; AID 720542;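 also: potency is read from the fitted curve at half-maximal effect; 0% = vehicle wells and -100% = peptide control; nearly all actives have a fitted effect of over 45% in size; some results filed as inactive show a strong effect at the top dose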
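AMA1 (3D7) with his tag at 25 nM final met compounds first, then biotinylated RON2 peptide at 25 nM; detection used donor plus acceptor beads, 10 µg/mL apiece, read by AlphaScreen after 30 min at room temperature.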
Active calls of the source: *; ? = inconclusive; nt = no result given; & = joins results of further samples; [ ] = remark or other dose. Unless noted, calls follow the shape of the dose curve; as a rule, active = well fitted curve in the direction sought with a large enough effect; inconclusive = small, poorly fitted or top-dose-only effect, or another doubt; inactive = no such curve, though single readings can be large; an effect the other way counts as inactive or inconclusive. Unless noted, % is scaled to controls: 0 for no effect and ±100 for the full control effect.

SMILES | AmpC no deterg | Sm TGR block | AmpC inh detg | Giardia FBPA inh | HCMV antiviral | AMA1 RON2 block
COc1ccc2nc3oc(C(=O)Nc4ccc(OC)c(OC)c4)cc3cc2c1 | -11% | 4% | 1% | 0% | -6 | 3%
Nc1ncnc2c1ncn2[C@@H]1O[C@H](CNCC(O)CO)[C@@H](O)[C@H]1O (some centres undefined) | -15% | nt | nt | nt | -5 | 0%
Cc1ncc([N+](=O)[O-])n1CCOC(=O)C12CC3CC(CC(C3)C1)C2 | -17%[2.29 µM] | 7% | -1% | 0% | 3 | 19%
CN(CCOc1ccccc1)C(=O)C1CCC(=O)N(CCN2CCOCC2)C1 (centres undefined) | 30% | -5% | -3% | nt | -17 | 4%
COc1ccc(NC(=O)c2ccc(COc3ccccc3)o2)c(OC)c1 | -20% | -5% | -4% | -3% | -5 | 0%
O=C(COC(=O)Cc1c[nH]c2ccccc12)Nc1c(Cl)cccc1C(F)(F)F | -19% | -6% | ? | nt | -4 | 9%
CCCc1cc(=O)[nH]c(SCC(=O)N(CCOC)c2c(N)n(Cc3ccccc3)c(=O)[nH]c2=O)n1 | -14% | 5% | -20% | nt | 5 | 9%
Cc1ccc(-n2c(=O)cc(N3CCN(c4ccccc4Cl)CC3)[nH]c2=O)cc1 | nt | 2% | 4% | nt | 3 | nt
O=C(O)CSc1nnc(C2COc3ccccc3O2)n1-c1ccccc1 (centres undefined) | -1% | 87%[activator][11.4 µM] | 0% | 23% | 41 | -3%
CC(C)Sc1nnc([C@@H](N)Cc2c[nH]c3ccccc23)o1 | 11% | 1% | ? | -6% | ? | 9%
CC(=O)c1cccc(N=C2NC(=O)C(CO)(CO)S2)c1 | -8% | ? | -9% | 0% | 5 | 0%
COc1ccc(OC)c(/C=C/C(=O)OCC(=O)NCc2cccs2)c1 | -10% | -6% | -12% | nt | -20 | -5%[11.6 µM]
O=C(CN1C(=O)c2ccccc2C1=O)OCC(=O)c1ccc(F)cc1 | -15% | 0% | 0% | nt | 13 | 19%
Cc1cc(C)c2nc(-c3ccccn3)cc(C(=O)NCc3cc(C)n(C)n3)c2c1 | 112%[activator] | 3% | ? | 2% | 39 | -3%
Cc1ccc(NCC(=O)c2ccccc2)cc1Cl | 0.32µM* | -7% | -4% | -1% | -10 | 0%
COc1ccc(S(=O)(=O)NCC(c2ccc(N(C)C)cc2)N2CCCC2)cc1 (centres undefined) | nt | -2% | 15% | nt | -4 | nt
O=C(CCN1CCc2ccccc2CC1)c1ccc2c(c1)OCCO2 | -23% | 0.35µM* | -15% | 2% | 73 | -13%
Cc1ccccc1CN(C)CC(=O)Nc1ccccc1Oc1ccccc1 | -37% | -11% | -14% | -26% | -34 | -11%
OCc1cn(-c2ccc(Cl)cc2)nn1 | -11% | 2% | ? | 2% | -33 | 3%
CC(C)CCOP(N)(=O)Oc1ccccc1 (centres undefined) | -4% | -8% | -5% | 11% | 0 | 5%
CC1=C(C(=O)Nc2ccc(Cl)cc2)C(c2ccc(C(F)(F)F)cc2)n2nnnc2N1 (centres undefined) | nt | 2% | -1% | nt | -10 | nt
O=C(/C=C/c1ccco1)NCC1(c2ccccc2)CCCC1 | -16% | 7.9µM* | -2% | -14% | -39 | 1%
CN(CC(=O)N1CCc2ccccc2C1)c1ccccc1 | -11% | -1% | -1% | -11% | nt | -2%
O=C(COc1ccccc1)NCCc1csc(-c2ccc(F)cc2)n1 | nt | 4% | -7% | nt | 0 | nt
Cc1nc(SCCOc2ccccc2F)[nH]c(=O)c1Cc1ccccc1 | -37% | 11%&46% | 1%&15% | 5% | ? | -1%
CCC(C)c1ccccc1NC(=O)c1cccnc1 (centres undefined) | -5% | -2% | -7% | -4% | 33 | -9%
COc1ccccc1C(=O)NC(=O)CSc1nncn1C | -29% | -4% | ? | nt | -11 | 14%
CCOC(=O)C(C(=O)OCC)c1cc(Br)c2noc3c2c1C(=O)c1ccccc1-3 | -31% | 0.63µM* | 4% | 0.35µM* | -106* | -23%
COc1ccc(C(=O)c2oc3ccccc3c2NC(C)=O)cc1 | -6% | -4% | 4% | 3% | 3 | 30%[activator]
CCOC(=O)CS(=O)(=O)c1ccc(C(F)(F)F)cn1 | -2% | -21% | -7% | 15% | 61 | 9%
CCOC(=O)C(C(=O)NCc1cccc(OC)c1)c1ncc(C(F)(F)F)cc1Cl (centres undefined) | -5% | 3% | -3% | 4% | -5 | 5%
Cc1ccc(C(=O)Nc2ncc(C)s2)s1 | -18% | -7% | -8% | -13% | 1 | 39%[activator]
NC(=S)N=Nc1c(O)[nH]c2c(Br)cc(Br)cc12 | -26% | -1% | 1% | -26% | 5 | 0%
COC(=O)c1cnn(-c2ccccc2)c1C(OC)OC | -7% | 9% | 1% | -1% | -9 | -18%
COc1ccc(Nc2cc(C(=O)NCc3ccco3)c3ccccc3n2)c(OC)c1 | -49% | -13% | -14% | 0% | -38 | ?
COc1cc2[nH]c(=O)n(CCC(=O)N3CCN(c4cccc(C)c4C)CC3)c(=O)c2cc1OC | -8% | 3% | -12% | 0% | 30 | 6%
CCOc1ccccc1NC(=O)Cn1[nH]c(=O)c2ccccc2c1=O | -20% | 12% | ? | 3% | nt | nt
Cc1ccccc1NNC(N)=S | -16% | -11% | ? | ? | 23 | 21%
CSCCC1NC2(C(=O)Nc3c(Cl)cccc32)[C@@H]2C(=O)N(C3CCCC3)C(=O)[C@H]12 (some centres undefined) | -26% | -19% | ? | -4% | 2 | -9%
Cc1c([N+](=O)[O-])cc(S(=O)(=O)Nc2ccc(-c3ccc(N4CCCC4)nn3)cc2)cc1[N+](=O)[O-] | -41% | 2% | -16% | nt | -13 | 10%
COCCNC(=O)C1(S(=O)(=O)c2ccccc2)CC=CC1 | -30% | 3% | -15% | 3% | 36 | -4%
COc1ccc(OCCC(=O)OCC(=O)Nc2ccc(S(=O)(=O)N3CCOCC3)cc2)cc1 | 0% | -16% | -10% | 1% | 0 | -1%
COc1cccc(CNC(=O)CSCc2cnn(-c3ccccc3)c2-n2cccc2)c1 | -15% | -30% | -12% | 1% | 15 | -17%
O=C(NCCCO)c1ccc2[nH]c3c(c2c1)CCCC3 | -18% | 9% | ? | -14% | -12 | 4%
C[C@H](CO)N1C[C@H](C)[C@@H](CN(C)S(=O)(=O)c2ccccc2)Oc2ccc(NS(=O)(=O)c3ccc(F)cc3)cc2C1=O | 116%[activator] | nt | nt | nt | 4 | 2%
Nn1c(SCc2ccccc2F)nnc1-c1cccnc1 | -14% | 6% | -1% | -4% | 5 | 2%
O=C1c2cccnc2C(O)N1Cc1ccccc1 (centres undefined) | -9% | -23% | -12% | 1% | 21 | 4%
CCN1CCN(C(=O)Cn2c(-c3cccs3)cc3ccccc32)CC1 | nt | 5% | 18% | nt | 9 | nt
O=C(CNc1cc(S(=O)(=O)N2CCOCC2)ccc1NCC1CCCO1)Nc1cccc(F)c1 (centres undefined) | 17% | -26% | 1% | nt | -29 | -25%
O=C(CN(Cc1ccccc1)S(=O)(=O)c1ccc2c(c1)OCCO2)N/N=C/c1ccc(F)cc1 | -41% | 16% | -15% | -1% | -15 | -6%
Fc1cc(F)c2nc(N3CCCCC3)sc2c1 | -9% | 12% | -1% | 6% | -4 | -5%
CCOc1ccccc1NC(=O)c1c(NC(=O)CCC(=O)O)sc2c1CCCCC2 | -6% | nt | 4% | ? | -20 | -5%
COc1ccc(C2SC[C@@H](C(=O)O)N2C(C)=O)cc1 (some centres undefined) | -16% | 10% | -2% | 6% | -9 | 8%
Cn1c(-c2sccc2OCc2ccc(Cl)cc2Cl)n[nH]c1=S | -37% | 1% | ? | 2% | 8 | 56%[activator]
CC(=O)c1cccc(-n2nnnc2SCC(=O)Nc2ccccc2N2CCCCC2)c1 | -23% | 2% | ? | -3% | -28 | -22%
CN(C(=O)CC1C(=O)NCCN1Cc1cccc(F)c1F)C1CC(C)(C)NC(C)(C)C1 (centres undefined) | 0% | -11% | -7% | nt | -27 | -5%
Cc1cc(C)nc(NC(=O)c2c(Cl)cccc2Cl)n1 | -3% | 3% | -7% | -2% | 13 | -9%
O=C(CSc1nnc2ccc(-c3cccnc3)nn12)Nc1ccc(F)cc1 | 1% | 4% | -16% | nt | -19 | -6%
COc1ccc(S(=O)(=O)N(C)C[C@H]2Oc3c(NC(=O)Cc4ccccc4)cccc3C(=O)N([C@H](C)CO)C[C@@H]2C)cc1 | 185%[activator] | nt | nt | nt | 26 | 11%
O=C(COC(=O)CCC(=O)c1ccc(Cl)cc1)NCCc1ccccc1 | 88%[activator] | 1% | 2% | 6% | 55 | 0%

Shown field by field: 3 of the compounds above
CCOC(=O)CS(=O)(=O)c1ccc(C(F)(F)F)cn1
  AmpC no deterg = -2%
  Sm TGR block = -21%
  AmpC inh detg = -7%
  Giardia FBPA inh = 15%
  HCMV antiviral = 61
  AMA1 RON2 block = 9%

Cn1c(-c2sccc2OCc2ccc(Cl)cc2Cl)n[nH]c1=S
  AmpC no deterg = -37%
  Sm TGR block = 1%
  AmpC inh detg = ?
  Giardia FBPA inh = 2%
  HCMV antiviral = 8
  AMA1 RON2 block = 56%[activator]

O=C(COC(=O)Cc1c[nH]c2ccccc12)Nc1c(Cl)cccc1C(F)(F)F
  AmpC no deterg = -19%
  Sm TGR block = -6%
  AmpC inh detg = ?
  Giardia FBPA inh = nt
  HCMV antiviral = -4
  AMA1 RON2 block = 9%

Further records.
SMILES | AmpC no deterg | Sm TGR block | AmpC inh detg | Giardia FBPA inh | HCMV antiviral | AMA1 RON2 block
O=C(NC1CCCC1)c1cccnc1N1CCCCCC1 | -13% | 1% | -4% | 3% | 45 | -1%
O=C(CC(Nc1ccc(F)cc1)C(=O)O)c1ccccc1 (centres undefined) | -20% | 1.8µM* | -13% | -13% | -102* | 0%
O=C1c2ccccc2NC(c2ccc3c(c2)OCO3)N1O (centres undefined) | -20% | -2% | 4% | 1% | 61 | 11%
Cc1onc(CO)c1C(=O)Nc1nccs1 | -8% | -4% | 1% | 2% | -31 | 0%
CCc1n[nH]c(=S)n1/N=C/c1ccc(N(C)c2ccccc2)cc1 | -5% | 0% | 7% | -4% | -23 | 81%[activator]
CC1(c2ccccn2)Nc2ccccc2-c2nc3ccccc3n21 (centres undefined) | -25% | -2% | -2% | -1% | 43 | 53%[activator]
Cc1nc(Nc2ccc(Cl)cc2)c2oc3ccccc3c2n1 | -35% | 10% | 5% | -10% | -27 | -1%
COc1ccc(C(O)P(=O)(OCCC(C)C)c2ccc(N(C)C)cc2)cc1 (centres undefined) | 76%[activator] | 11% | -1% | 9% | -21 | -1%
CCOC(=O)CSc1nnc(-c2ccc(Cl)cc2Cl)o1 | -1% | -3% | 0% | 3% | 11 | 37%[activator]
Cc1ccc(N(C(=O)CNC(=O)c2ccco2)C(C(=O)NC2CCCC2)c2cccnc2)cc1F (centres undefined) | 55% | 1% | -12% | -5% | -20 | -2%
CCOc1ccc2ncc(S(=O)(=O)c3ccc(C)cc3)c(N3CCC4(CC3)OCCO4)c2c1 | 121%[activator] | -8% | -9% | -1% | -90* | -21%

The order is random, and some 7.8% of all compounds hit somewhere here.
